PolyA inh: yeast polyadenylation inhibition; S. cerevisiae SKY197-pL101 polyadenylation reporter, beta-gal luminescence; efflux-impaired pdr1/pdr3 knockout yeast; score 100 = 6 SD above DMSO; calls only at 12 µM; 0.02% of 300,000 active; AID 1875;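 active = lowest replicate activity score at least 50, where 100 means six control SD above control mean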;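 note: yeast exposed to compound for 9 h at 30 °C; higher score means more reporter readthrough which indicates perturbed polyadenylation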
DYRK1A inh: blocks rat Dyrk1A kinase activity; inhibition, % at 12.5 µM; Q63470; ADP-Glo luminescence, NFATc1 peptide; 0.43% of 310,000 active; in the data active = inhibition above about 50%;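 note: plate controls were vehicle with enzyme for no effect and no enzyme for full effect; many of its hits are not listed in these tables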
KCNQ1 act: potentiators or activators of human KCNQ1 potassium channel. 0.35% of 310,000 active. B-score at 10 µM. CHO-K1 KCNQ1, thallium flux FluxOR fluorescence; active compounds read high. AID 2648;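 active = fluorescence ratio B-score, a plate-corrected score, at least three library SD, with initial intensity B-score within 5 SD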
Target sequence (P51787 whole entry, looked up): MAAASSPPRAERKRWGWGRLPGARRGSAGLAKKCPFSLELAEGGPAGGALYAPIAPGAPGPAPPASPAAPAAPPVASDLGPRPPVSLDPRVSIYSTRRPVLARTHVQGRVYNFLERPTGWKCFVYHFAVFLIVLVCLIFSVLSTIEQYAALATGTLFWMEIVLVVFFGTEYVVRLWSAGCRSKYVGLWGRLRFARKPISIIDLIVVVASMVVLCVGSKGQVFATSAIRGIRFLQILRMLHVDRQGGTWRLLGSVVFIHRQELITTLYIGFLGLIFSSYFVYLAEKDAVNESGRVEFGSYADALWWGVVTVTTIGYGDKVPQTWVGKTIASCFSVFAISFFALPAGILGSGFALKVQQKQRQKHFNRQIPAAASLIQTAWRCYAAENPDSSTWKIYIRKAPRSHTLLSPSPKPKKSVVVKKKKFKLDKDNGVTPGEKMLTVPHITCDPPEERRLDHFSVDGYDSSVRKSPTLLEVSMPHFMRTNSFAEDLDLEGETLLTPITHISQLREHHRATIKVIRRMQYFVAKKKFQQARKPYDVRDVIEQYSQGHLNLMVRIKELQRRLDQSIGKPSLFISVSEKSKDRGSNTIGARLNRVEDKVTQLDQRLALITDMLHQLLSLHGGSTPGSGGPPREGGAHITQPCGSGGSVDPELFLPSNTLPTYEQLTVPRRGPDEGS
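Assay system: CHO-K1 cells stably expressing KCNQ1; Medium: assay buffer with matched DMSO; Also added: K+/Tl+ depolarizing stimulus; Dosing: single dose; Timing: dye 90 min, compound 20 min, room temperature; Measured by: kinetic FluxOR thallium fluorescence, 10-s 1-Hz baseline, 110-s post-stimulus read; Read-out: peak-minus-minimum fluorescence over initial fluorescence, negative-control normalized, B-scored.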
Platelet DG rel: modulates dense granule release in human platelets | human platelet-rich plasma, SFLLRN dense granule ATP release, luminescence | inhibition, %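 (compounds screened at 7.5 µM in platelet-rich plasma)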 | 0.22% of 300,000 active | AID 1663;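 active = mean replicate score, as percent of positive control, at or above 50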
TRPC4 act: TRPC4 (mouse) channel activation. Q9QUQ5. HEK293 TRPC4beta/mu-opioid, Fluo4 calcium fluorescence; active compounds read high. B-score at 10 µM. 0.49% of 310,000 active. AID 2237;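 active = B-score above 5 SD of library B-scores, and initial fluorescence ratio not above library mean plus 5 SD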;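 note: positive B-score marks a calcium rise read as TRPC4 activation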
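Assay system: HEK293 cells stably co-expressing mouse TRPC4beta and mu-opioid receptor / Timing: Fluo4 dye loading 45 min at room temperature, 110 s recording / Signal: Fluo4 calcium-sensitive dye fluorescence, kinetic, 1 Hz baseline / Read-out: integrated baseline-normalised fluorescence ratio, converted to per-well B score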
KCNQ1 block: blocks the human KCNQ1 potassium channel. P51787. CHO-K1 KCNQ1, FluxOR thallium flux fluorescence; active compounds read high. B-score at 10 µM. 1.3% of 310,000 active. AID 2642;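 active = compounds whose thallium flux B-score, printed positive for inhibition, exceeds three library SD while starting fluorescence stays within three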;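 note: channel opened by potassium depolarization with thallium stimulus after 20 min compound exposure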
hERG rescue: compounds protecting human hERG from proarrhythmic drug block | CHO-hERG, FluxOR thallium flux, dofetilide IC70 present | activation (rescue from dofetilide block), less the hit threshold, % at 10 µM | 0.51% of 310,000 active;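 active = activation above the mean of controls blocked by dofetilide plus 5 SD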;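 note: thallium influx through hERG after potassium depolarization seen as dye fluorescence rise; in these data hits start at about 4.7%; inactives centre near -7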
TRPC4 inh: blocks the mouse TRPC4 cation channel; Q9QUQ5; AID 2247; HEK293 TRPC4beta/mu-opioid, DAMGO-evoked Fluo4 calcium flux; active compounds read low; 0.39% of 300,000 active; B-score at 10 µM;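 active = B-score over 3 SD under the library average, no early fluorescence shift, positive overall ratio signal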
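Material: HEK293 cells with stable TRPC4beta plus mu-opioid receptor expression; probe or stimulus: DAMGO in two steps, submaximal then maximal; technique: Fluo4 calcium fluorescence by kinetic imaging, 5 s 1 Hz baseline; measure: integrated fluorescence ratio relative to baseline, converted to per-well B score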
TRPC4 PAM: allosteric potentiators of mouse TRPC4 channel | 0.42% of 310,000 active | AID 2227 | HEK293 TRPC4beta/mu-opioid, DAMGO EC20, Fluo-4 Ca2+ flux; active compounds read high | B-score at 10 µM;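 active = B-score of calcium response area above 5 SD of library B-scores, with initial fluorescence ratio within 5 SD of library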;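 note: B-score of integrated fluorescence ratio over time as area under calcium response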
KCNK9 block: human KCNK9 channel inhibition; Q9NPC2; HEK293 KCNK9, FluxOR thallium flux fluorescence; active compounds read low; B-score at 10 µM; 1.2% of 310,000 active;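 active = ratio B-score over 3 SD below the library mean, with starting fluorescence within 5 SD of its mean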;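 note: negative B-score means less thallium flux so channel inhibition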
Target sequence (Q9NPC2 whole entry, looked up): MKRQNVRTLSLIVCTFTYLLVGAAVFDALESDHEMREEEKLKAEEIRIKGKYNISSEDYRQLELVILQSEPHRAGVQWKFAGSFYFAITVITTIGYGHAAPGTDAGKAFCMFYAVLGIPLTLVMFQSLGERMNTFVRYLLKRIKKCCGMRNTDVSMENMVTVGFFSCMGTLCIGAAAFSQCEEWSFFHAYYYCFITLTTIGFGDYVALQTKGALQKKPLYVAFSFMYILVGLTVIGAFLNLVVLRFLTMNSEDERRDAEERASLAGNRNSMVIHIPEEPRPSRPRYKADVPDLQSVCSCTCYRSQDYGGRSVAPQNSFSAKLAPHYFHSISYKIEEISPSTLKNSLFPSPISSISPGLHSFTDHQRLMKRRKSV
KCNK3 block: human KCNK3 channel inhibition, primary screen | AID 602410 | O14649 | CHO-KCNK3 thallium flux, FluxOR fluorescence; active compounds read low | 0.84% of 340,000 active | B-score at 10 µM;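 active = B-score under library mean minus 4 SD, starting fluorescence ratio at most library mean plus 5 SD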;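 note: more negative B-score means stronger inhibition of thallium flux through KCNK3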
An asterisk follows results filed as active; i = inactive; nt = no result given. Only part of the results is shown, so the mix of outcomes need not match the whole.

SMILES	PolyA inh	DYRK1A inh	KCNQ1 act	Platelet DG rel	TRPC4 act	KCNQ1 block	hERG rescue	TRPC4 inh	TRPC4 PAM	KCNK9 block	KCNK3 block
O=C(CSc1nnnn1-c1ccccc1)Nc1ncc(Cc2cc(Cl)ccc2Cl)s1	i	-3	i	-6	i	i	-3	i	i	i	i
COc1cccc(C(=O)Nc2cccc(OCC(=O)O)c2)c1	i	12	i	16	i	i	-7	i	i	i	i
CCC(=O)N1N=C2CC(C)(C)OCC2C1c1ccccc1 (configuration not stated)	i	18	i	-26	i	i	-11	i	i	i	i
O=C(NC1CCCCCC1)C1Cc2ccccc2CN1C(=O)c1ccco1 (configuration not stated)	i	1	i	-4	i	i	-3	i	i	i	i
Cn1cc(C[C@H](NC(=O)OC(C)(C)C)C(=O)N[C@@H](CO)Cc2ccccc2)c2ccccc21	i	2	i	-4	i	i	-9	i	i	i	i
CN1CCN(c2nc(-c3ccccn3)nc3ccccc23)CC1	i	-2	i	3	i	i	-8	i	i	i	i
CC1(C)CC[C@]2(C(=O)O)CC[C@]3(C)C(=CCC4[C@@]5(C)CC[C@H](O)C(C)(C)C5[C@H](O)C[C@]43C)[C@@H]2C1 (some centres not stated)	i	nt	10*	3	i	i	-4	i	i	i	nt
Cc1ccc(C(C(=O)NC2CCCCC2)N(Cc2ccco2)C(=O)Cn2cnc3ccccc32)cc1 (configuration not stated)	i	6	i	11	i	i	1	i	i	i	i
CCN(CC(=O)Nc1c(F)cccc1F)C(=O)c1ccc(-c2ccccc2)cc1	i	-5	i	-4	i	i	-15	i	i	i	i
O=[N+]([O-])c1cccc(-c2nnc(-c3ccc4c(c3)OCO4)o2)c1	i	-11	i	-1	i	i	-7	i	i	i	i
Cc1cc(C)nc(N(C#N)CC(=O)Nc2ccccc2)n1	i	2	i	-1	i	i	-5	i	i	i	i
O=[N+]([O-])c1cc(C(F)(F)F)ccc1NCC1CCCO1 (configuration not stated)	i	-4	i	4	i	i	0	i	i	i	-9.7*

A few values from above:
CCC(=O)N1N=C2CC(C)(C)OCC2C1c1ccccc1 (configuration not stated) – Platelet DG rel = -26
O=C(NC1CCCCCC1)C1Cc2ccccc2CN1C(=O)c1ccco1 (configuration not stated) – Platelet DG rel = -4

Other compounds
SMILES	PolyA inh	DYRK1A inh	KCNQ1 act	Platelet DG rel	TRPC4 act	KCNQ1 block	hERG rescue	TRPC4 inh	TRPC4 PAM	KCNK9 block	KCNK3 block
CC(=O)N1CCN(C(=S)NCc2ccccc2)CC1	i	-4	i	-1	i	i	-1	i	i	i	i
COc1ccc(C2c3ccc4ccccc4c3Oc3ncn(CCN4CCOCC4)c(=N)c32)cc1OC (configuration not stated)	i	nt	i	6	i	i	-6	i	i	i	i
O=C(c1cccc(N2C(=O)C3CC=CCC3C2=O)c1)N1CCCc2ccccc21 (configuration not stated)	i	-2	i	16	i	i	-5	i	i	i	i
COC(=O)c1c(NS(=O)(=O)c2ccccc2)csc1C	i	-1	i	-6	i	i	-10	i	i	i	i
N#Cc1cc(-c2ccccc2)[nH]c1-c1nccc2ccccc12	i	1	i	0	i	i	0	i	i	i	i
Cc1cnnc2c1-c1nonc1CC2	i	3	i	12	i	i	-10	i	i	i	i
O=C(Nc1ccc(S(=O)(=O)Nc2ncccn2)cc1)c1cccc(Br)c1	i	9	i	13	i	i	-2	i	i	i	i
Cc1ccc(S(=O)(=O)N(C)c2ccc(OC(=O)c3ccc(N4CCCC4=O)cc3)cc2)cc1	i	-6	i	-1	i	i	-2	i	i	i	i
Cc1cc(C)c(S(=O)(=O)N(CC(=O)O)C2CCCCC2)c(C)c1	i	-1	i	-1	i	i	-3	i	i	i	i
O=C(Cc1ccc(-c2ccccc2)cc1)NC(c1ccccc1)c1ccccc1	i	-5	i	-17	i	i	-1	i	i	i	i
CC(C)CCC(O)(CCC(C)C)C(=O)NNc1ccccc1	i	-2	i	-5	i	i	-7	i	i	i	i
CC(=O)c1ccc(NC(=O)N2C3CCC2CC(O)(c2cccnc2)C3)cc1 (configuration not stated)	i	1	i	5	i	i	-2	i	i	i	i
CCCn1cnc2c(=O)oc3ccccc3c21	i	10	i	0	i	i	-2	i	i	i	i
COc1ccccc1C(C[N+](=O)[O-])c1c(N)n(C)c(=O)n(C)c1=O (configuration not stated)	i	nt	i	19	i	i	-7	i	i	i	i
CCCN(C(=O)c1c(CC)noc1C)c1c(N)n(Cc2ccccc2)c(=O)[nH]c1=O	i	2	i	nt	i	i	-12	i	i	i	i
CC(=O)c1csc(COc2ccccc2)n1	i	-3	i	10	i	i	-6	i	i	i	i
O=C(NCc1ccc(F)cc1)C(=O)NCC(c1ccco1)N1CCOCC1 (configuration not stated)	i	-1	i	-5	i	i	-5	i	i	i	i
CCOc1ccc(C(C)=O)cc1CN1C(=O)NC2(CCCCCC2)C1=O	i	7	i	-10	i	i	-5	i	i	i	i
COc1ccccc1-c1nnc(NC(=O)OCC(C)C)s1	i	-2	i	6	i	i	-3	i	i	i	i
Cc1nn(CC(=O)Nc2ccc(Cl)c(S(=O)(=O)N(C)C)c2)c(C)c1[N+](=O)[O-]	i	5	i	16	i	i	-6	i	i	i	i
COCCNC(=O)c1cnn2c(C(F)F)cc(-c3ccccc3)nc12	nt	0	i	4	i	i	-4	i	i	i	i
Cc1cc(C)c2cc(C(=O)N3CCC(Cc4ccccc4)CC3)[nH]c2c1	i	2	i	-9	i	i	-13	i	i	i	i
C=CCN1C(=O)c2ccccc2Sc2ccc(C(=O)NCC(OC)OC)cc21	i	-2	i	-2	i	i	-5	i	i	i	i
C=CCn1c(SCC(=O)c2cccs2)nc2sc(C)cc2c1=O	i	4	i	6	i	i	-7	i	i	i	i
Cc1nc2ccccc2nc1Nc1cccc(Cl)c1	i	2	i	-2	i	i	-8	i	i	i	i
COc1ccccc1C(=O)OCC(=O)NC(C)CCc1ccccc1 (configuration not stated)	i	-3	i	-3	i	i	-5	i	i	i	i
COCCNC(=O)[C@@]1(Cc2ccccc2)C=C[C@@H](C)N1C(C)=O	i	-44	i	3	i	i	-8	i	i	i	i
S=C(NCC(c1ccco1)N1CCCC1)Nc1ccccc1 (configuration not stated)	i	0	i	18	i	i	-7	i	i	i	i
C/C(CC(=O)Nc1ccc(C)c(Cl)c1)=N\NC(=O)Cc1cnc(N)s1	i	-1	i	8	i	i	-6	i	i	i	i
O=C(Cc1ccc(Cl)cc1)NNC(=O)C1CC=CCC1C(=O)O (configuration not stated)	i	14	i	-8	i	i	-5	i	i	i	i
Cc1ccc(NC(=O)COC(=O)CN2C(=O)C3CCCCC3C2=O)cc1S(=O)(=O)N1CCOCC1 (configuration not stated)	i	-1	i	8	i	i	-6	i	i	i	i
O=C(CC(=O)N/N=C/c1c(F)cccc1Cl)NCCc1ccccc1	i	-2	i	-5	i	i	-3	i	i	i	i
Cc1cc(S(=O)(=O)N2CCN=C2c2ccccc2)ccc1F	i	4	i	-9	i	i	-7	i	i	i	i
CCOC(=O)N1CCN(C(=O)c2ccc3nc(-c4ccccc4)c(-c4ccccc4)nc3c2)CC1	i	5	i	0	i	i	-12	i	i	i	i
O=C(c1ccccc1NS(=O)(=O)c1ccc(Br)s1)N1CCOCC1	i	-1	i	0	i	i	-9	i	i	i	i
Cc1c([N+](=O)[O-])cc(C(=O)Oc2ccc(Br)cc2C(=S)N2CCCCC2)cc1[N+](=O)[O-]	i	2	i	-3	i	i	-9	i	i	i	i
CC(C)[C@H](NC(N)=O)C(=O)Nc1cccc(S(=O)(=O)N2CCOCC2)c1	i	-5	i	-1	i	i	-5	nt	i	i	i
CCc1sc(C(=O)Nc2cccc(C(C)=O)c2)cc1C	i	-3	i	-17	i	i	-9	i	i	i	i
COc1cc(CNc2ncn[nH]2)ccc1OCC(=O)NC(C)(C)C	i	-1	i	0	i	i	-12	i	i	i	i
O=C(CSc1nnc(-c2ccccc2)n1-c1ccc(Cl)cc1)N/N=C/c1ccccc1C(=O)O	i	0	i	1	i	i	-14	i	i	i	i
C/C(=N\NC(N)=S)C1C2C3CC4C5CC(C42)C1C53 (configuration not stated)	i	-5	i	-2	i	i	-10	i	i	i	i
CNC(=O)COC(=O)c1ccc(-c2nc3ccccc3s2)s1	i	7	i	34	i	i	2	i	i	i	i
CC(=O)N1CCN(c2ccc(NC(=O)c3ccc(Br)o3)cc2Cl)CC1	i	21	i	2	i	i	-7	i	i	i	i
Cc1ccc(S(=O)(=O)CCC(=O)Oc2ccc3c(C)cc(=O)oc3c2)cc1	i	6	i	12	i	i	-11	i	i	i	i
COc1ccccc1N1C(=O)Cc2ccccc2C1=O	i	4	i	-2	i	i	-4	i	i	i	i
CCNC(=O)CC1C(=O)N(c2ccc(F)cc2)C(=O)N1CCc1ccc(OC)cc1 (configuration not stated)	i	-1	i	-13	i	i	-9	i	i	i	i
Cc1cc(NC(=O)CCC(=O)N(CC(=O)NC2CCCC2)c2ccc3c(c2)OCCO3)no1	i	1	i	nt	i	i	-3	i	i	i	i
Cc1cccc(N2C(=O)CC(N3CCN(c4cccc(C(F)(F)F)c4)CC3)C2=O)c1 (configuration not stated)	i	-1	i	-2	i	i	-5	i	i	i	i
CC(C)c1ccc(S(=O)(=O)N(C)C2(C)CCS(=O)(=O)C2)cc1 (configuration not stated)	i	-9	i	8	i	i	-5	i	i	i	i
S=C(NCc1ccccc1)NCc1ccc2c(c1)OCO2	i	12	i	-6	i	i	-5	i	i	i	i
O=c1[nH]c2ccc(S(=O)(=O)N3CCN(C4CCCCC4)CC3)cc2[nH]c1=O	i	3	i	-5	i	i	-7	i	i	i	i
COc1ccc(C(=O)N/N=C\c2coc3ccccc3c2=O)cc1	i	-4	i	-11	i	i	-8	i	i	i	i
COc1ccc(S(=O)(=O)N(C)c2ccc(C(=O)NCC3CCCO3)cc2)cc1OC (configuration not stated)	i	7	i	8	i	i	-7	i	i	i	i

High-throughput results deposited in PubChem by several laboratories.
